# Screening results: PubChem BioAssay, Sanford-Burnham Center for Chemical Genomics
# CXCR6 inh: CXCR6 (human) receptor inhibition. AID 602244. inhibition, % at 20 µM. O00574. CHO-K1 PathHunter CXCR6 beta-arrestin, luminescence. hit rate 0.36% among 360,000; in the data active means inhibition above about 34%, passing the limit was not always enough;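 further: antagonist mode with CXCL16 agonist at 10 nM final; 0% = 10 nM CXCL16 with DMSO and 100% = unstimulated wells without agonist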
# Target sequence (O00574 whole entry, looked up): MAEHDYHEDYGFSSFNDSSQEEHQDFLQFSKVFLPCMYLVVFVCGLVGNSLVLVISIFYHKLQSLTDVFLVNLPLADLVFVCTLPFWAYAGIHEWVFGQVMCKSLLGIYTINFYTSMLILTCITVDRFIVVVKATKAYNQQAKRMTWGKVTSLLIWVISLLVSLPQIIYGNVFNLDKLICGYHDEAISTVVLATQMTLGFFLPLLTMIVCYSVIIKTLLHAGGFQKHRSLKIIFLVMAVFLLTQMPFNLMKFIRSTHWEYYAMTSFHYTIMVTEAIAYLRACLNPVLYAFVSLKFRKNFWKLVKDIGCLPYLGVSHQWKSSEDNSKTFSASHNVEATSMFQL
# XBP1 UPR activ: adaptive UPR (XBP1) activation; CHO-XBP1 luciferase reporter, IRE1-XBP1 UPR activation, luminescence; percent of tunicamycin response, DMSO as zero; activation, % at 20 µM; hit rate 0.33% among 330,000;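 active means versus positive control, 20 µM dose yields 30% or more activation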;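 further: 100% = tunicamycin at 10 µg/mL and 0% = DMSO only wells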
#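 Material: CHO cell line with stable XBP1 luciferase reporter; schedule: 16-18 h cell attachment at 37 °C, then 6 h compound exposure; signal: glow luminescence from Steady-Glo reagent; medium: serum-containing F12 medium, 10% FBS; benchmarks: tunicamycin 10 µg/mL and vehicle-only wells; read-out: percent activation relative to tunicamycin reference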
# tim23-1 inh: tim23-1 yeast growth inhibition; S. cerevisiae tim23-1 growth, BacTiter-Glo luminescence, 24 h; inhibition, % at 20 µM; hit rate 1.3% among 330,000;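 active means growth inhibition of the mutant yeast at or above 50%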;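 further: temperature-sensitive mutant grown at 25 °C; plate controls were DMSO-treated mutant yeast for no effect and medium wells lacking yeast for full effect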
# EBI2 antag: antagonists of human EBI2 receptor; inhibition, % at 5 µM; hit rate 0.81% among 360,000; AID 651636; EBI2 beta-arrestin recruitment, luminescence, 7a,25-OHC stimulated; in the data active means inhibition above about 38%;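 further: enzyme fragment complementation signal reports receptor beta-arrestin coupling in cells; 0% = agonist plus DMSO wells and 100% = wells without agonist; some results beyond the cut were filed as inactive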
# Target sequence (P32249 whole entry, looked up, the tested form may be a part): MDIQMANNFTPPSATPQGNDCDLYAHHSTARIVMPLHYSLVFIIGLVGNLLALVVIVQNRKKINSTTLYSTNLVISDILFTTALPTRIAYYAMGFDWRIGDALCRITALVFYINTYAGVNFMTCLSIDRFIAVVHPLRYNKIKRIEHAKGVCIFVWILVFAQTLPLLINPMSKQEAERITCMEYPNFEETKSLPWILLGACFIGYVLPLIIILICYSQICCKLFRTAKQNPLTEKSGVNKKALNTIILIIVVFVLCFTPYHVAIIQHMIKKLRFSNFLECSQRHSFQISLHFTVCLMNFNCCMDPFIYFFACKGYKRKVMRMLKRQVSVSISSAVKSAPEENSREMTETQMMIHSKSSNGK
# CCR6 antag: CCR6 (human) receptor antagonism; CHO-K1 CCR6 PathHunter beta-arrestin, luminescence, CCL20-stimulated; AID 493098; P51684; hit rate 0.49% among 340,000; inhibition, % at 20 µM;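 active means compounds whose inhibition of the agonist-driven luminescence signal at 20 µM reaches about 50%, limit read from the data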;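 further: cells stimulated with CCL20 at 14 nM final; plate controls were DMSO with CCL20 for no effect and DMSO without agonist for full effect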
# APJ antagonist: APJ receptor antagonism; inhibition, % at 20 µM; CHO-K1 APJ beta-arrestin complementation, luminescence; hit rate 0.32% among 330,000; AID 2521;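 active means inhibition above about 40% at 20 µM, limit read from the data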;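 further: cells challenged with 10 nM apelin-13 agonist together with compound; plate controls were apelin-13 plus DMSO wells for no effect and DMSO wells lacking apelin-13 for full effect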
# Target sequence (P35414 whole entry, looked up): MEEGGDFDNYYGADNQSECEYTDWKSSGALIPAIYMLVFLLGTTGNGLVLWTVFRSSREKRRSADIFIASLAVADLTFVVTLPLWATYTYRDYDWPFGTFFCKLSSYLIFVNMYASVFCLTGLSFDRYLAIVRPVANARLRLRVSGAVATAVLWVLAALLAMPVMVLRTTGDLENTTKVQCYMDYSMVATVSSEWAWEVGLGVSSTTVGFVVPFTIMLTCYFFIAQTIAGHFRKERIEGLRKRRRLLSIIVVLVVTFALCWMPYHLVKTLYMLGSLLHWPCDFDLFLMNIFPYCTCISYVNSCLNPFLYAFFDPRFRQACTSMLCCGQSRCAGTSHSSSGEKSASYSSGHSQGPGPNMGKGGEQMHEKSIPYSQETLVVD
# UPR CHOP act: apoptotic UPR (CHOP) activation | CHO-CHOP luciferase reporter, luminescence; percent of tunicamycin response over DMSO baseline | hit rate 0.34% among 330,000 | activation, % at 10 µM;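 active means at 10 µM dose, activation of 40% or more, normalized to positive control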;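 further: 100% = tunicamycin at 10 µg/mL and 0% = DMSO alone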
#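 assay system = CHO CHOP reporter cells | amount = 500 CHO-CHOP cells per well | buffer or medium = F12 with 10% FBS | incubation = 16-18 h cell attachment, then 6 h compound exposure, 37 °C | detection = luminescence read with Steady-Glo | read-out = percent activation relative to tunicamycin control | controls = tunicamycin high control, DMSO low control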
# APJ agonist: activates the human apelin receptor APJ; P35414; CHO-K1 APJ PathHunter beta-arrestin, luminescence; 0% DMSO wells, 100% apelin; activation, % at 20 µM; hit rate 0.11% among 330,000; AID 2520;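 active means activation more than six SD over the plate average, tested at 20 µM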;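 further: 0% = DMSO alone and 100% = apelin-13 at 10 nM; some results filed as inactive read as strong as hits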
#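 Test system: CHO-K1 APJ beta-arrestin complementation cell line. Amount: cell density 1000 per well. Controls: DMSO negative, 10 nM Apelin-13 positive. Signal: luminescent beta-gal fragment complementation, chemiluminescent substrate. Read-out basis: agonist-driven arrestin binding to APJ. Timing: compound stimulation 90 min at 25 °C, detection 60 min.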
# Mdm2 MdmX PPI: human Mdm2/MdmX binding inhibition | SaOS-2 split-luciferase Mdm2/MdmX complementation, luminescence | inhibition, % at 8 µM | O15151+Q00987 | hit rate 3% among 330,000;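 active means inhibition of at least 50% at 8 µM in the primary screen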
# * hit, by the source's call.
# Order of values: APJ agonist	UPR CHOP act	CXCR6 inh	CCR6 antag	APJ antagonist	tim23-1 inh	XBP1 UPR activ	EBI2 antag	Mdm2 MdmX PPI
COC(=O)CN1C(=O)C(O)=C(C(C)=O)C1c1ccc([N+](=O)[O-])cc1 (stereo unspecified)
    -4	0.1	-3	11	-6	-2	1	-17	1
Cc1ccc(CNC(=O)c2ccc(N3CCC4(CC3)CC(c3ccccc3)=NO4)c(N)c2)cc1
    8	3.2	-3	-1	14	14	5	45*	55*
COC(=O)CCCC1=CC2=C(c3ccccc3)C(=O)C(C)(OC(=O)C3CCCC3)C(=O)C2=CN1C1CCCC1 (stereo unspecified)
    5	0.1	-2	5	-94	-10	-1	-12	-19
COc1cccc(C(=O)NCCNC(=O)c2ccccn2)c1
    -1	-3.0	2	0	3	-10	-7	1	8
NC(=O)C1CCN(C(=O)CN(C2CCCCC2)S(=O)(=O)c2ccc(F)cc2)CC1
    2	0.3	9	-4	8	6	1	0	-12
CCCc1cc(C(=O)N2CCCC(CO)(CCCc3ccccc3)C2)n(C)n1 (stereo unspecified)
    0	0.4	7	25	-10	22	-6	15	24
Cc1ccc(-c2noc(CC(c3ccccc3)c3ccccc3)n2)cc1
    -6	-0.8	-3	23	6	9	2	23	13
CCOc1cc(N2CCOCC2)c(OCC)cc1NC(=O)c1ccccc1
    1	-0.6	-5	-1	-10	24	1	-6	27
Cc1ccc(C23CC4CC(CC(C(=O)NC(C)C(N)=O)(C4)C2)C3)cc1 (stereo unspecified)
    -4	0.7	7	8	-7	11	0	1	11
Cn1c(=O)c2c(nc3n2CC(O)CN3c2ccc(O)cc2)n(C)c1=O (stereo unspecified)
    1	-0.3	-4	0	-31	-1	-3	-4	-1
COc1ccccc1C(=O)NCC(=O)NC(C)CCc1ccccc1 (stereo unspecified)
    -5	0.6	1	10	5	14	-3	14	4
COC(=O)C1=C(C(=O)OC)[C@@H]2Nc3ccccc3[C@@]23C[C@@H](C(=O)OC)N=C3N1
    3	0.9	1	-8	-5	11	-1	0	25
COc1cccc(C(=O)Nc2c(C)n[nH]c2C)c1
    -4	-1.7	-4	9	7	4	-3	-6	14
Cc1ccsc1C(=O)NC(C)c1ccc2c(c1)OCO2 (stereo unspecified)
    0	-1.6	0	11	-4	2	-1	-5	15
CC(C)N1CCc2c(sc(NC(=O)CCS(=O)(=O)c3ccccc3)c2C(N)=O)C1
    -4	-0.2	5	-1	12	-3	3	-5	30
CN(C)CC(C)(C)NS(=O)(=O)c1ccc(Cl)cc1
    -7	-1.7	1	7	0	-1	2	2	-3
CCN(CC)S(=O)(=O)c1ccc(C)c(NC(=S)N2CCN(C/C=C/c3ccccc3)CC2)c1
    -1	1.1	-4	0	-9	23	0	-2	36
CCC(=O)Nc1cccc(SC)c1
    -1	0.7	0	-6	6	2	0	-3	13
COc1ccc(OC)c(-n2c(-c3cc(-c4ccco4)[nH]n3)n[nH]c2=S)c1
    3	2.4	4	-7	-22	6	-1	3	-13
N/C(=N\OC(=O)Cc1cccs1)c1cccc([N+](=O)[O-])c1
    7	0.5	-22	-15	-24	26	1	-3	-1
COc1cccc(Nc2ncnc3onc(-c4ccccc4OC)c23)c1
    7	0.3	-1	19	12	13	1	2	14
Cc1ccc2cccc(NC3OC(=O)c4ccccc43)c2n1 (stereo unspecified)
    0	2.6	-12	0	-33	5	-1	-4	2
C/C(=N\NC(=O)c1ccccc1)c1ccccc1Br
    -3	2.9	-3	9	-3	10	-1	4	-37
CC(=O)c1ccc(N2CCN(CC(O)COC(c3ccccc3)c3ccccc3C)CC2)cc1 (stereo unspecified)
    -2	-0.2	-9	18	10	-7	-2	13	6
Cc1cccc(NC(=O)c2ccc(CN3CCN(Cc4ccccc4)CC3)cc2)c1
    -4	1.1	-1	22	3	18	3	-7	34
Nc1ccc(C2CCCc3nonc32)c2nonc12 (stereo unspecified)
    -2	-1.5	7	21	-6	27	0	5	20
O=C(CNC(=O)c1ccco1)OCC(=O)c1ccc2ccccc2c1
    -7	1.6	4	16	16	14	2	-1	3
COc1ccc(C(=O)/C=C/C(=O)N(Cc2ccccc2OC)C(C(=O)NC2CCCCC2)c2ccncc2)c(O)c1 (stereo unspecified)
    -5	0.2	1	14	6	37	-1	6	-12
COc1ccc(C(=O)Nc2cccc(S(=O)(=O)NC3=NCCC3)c2)cc1OC
    1	1.4	-5	0	-12	1	0	-8	5
Cc1nc2ccc(C(=O)Nc3ccc(N(C)C)cc3)cc2s1
    -5	2.2	4	9	-31	-9	-4	2	-30

# Profiles, looked up by structure:
# Results for `COc1cccc(C(=O)NCCNC(=O)c2ccccn2)c1` → APJ agonist: -1; UPR CHOP act: -3.0; CXCR6 inh: 2; CCR6 antag: 0; APJ antagonist: 3; tim23-1 inh: -10; XBP1 UPR activ: -7; EBI2 antag: 1; Mdm2 MdmX PPI: 8
# Results for `Cc1ccc2cccc(NC3OC(=O)c4ccccc43)c2n1` (stereo unspecified) → APJ agonist: 0; UPR CHOP act: 2.6; CXCR6 inh: -12; CCR6 antag: 0; APJ antagonist: -33; tim23-1 inh: 5; XBP1 UPR activ: -1; EBI2 antag: -4; Mdm2 MdmX PPI: 2

# Going on with the list.
# Order of values: APJ agonist	UPR CHOP act	CXCR6 inh	CCR6 antag	APJ antagonist	tim23-1 inh	XBP1 UPR activ	EBI2 antag	Mdm2 MdmX PPI
Cc1nn(CC(=O)NCc2cccc3ccccc23)c(=O)c2ccccc12
    -3	1.9	-7	8	-7	-13	1	2	85*
Cc1cccc(C)c1Nc1nnc(SCc2nc3ccccc3s2)s1
    -1	8.8	-1	14	6	35	-2	0	-125
CC(C)CNC(=O)c1ccc(Cl)c(Cl)c1
    -4	-0.7	4	-1	16	-2	-1	-5	6
CC1CCN(C(=O)CSc2nnc(CNc3ccc(F)cc3)n2Cc2ccco2)CC1
    5	-1.0	-5	-12	-4	19	-1	2	-7
COc1nc(N(C)C)nc(N(C)c2cc(Cl)cc(Cl)c2)n1
    1	0.9	5	13	17	33	-6	9	2
CC(O)[C@H]1CC[C@H]2[C@@H]3CC[C@H]4C[C@@H](O)CC[C@]4(C)[C@H]3C(=O)C[C@]12C (stereo partly specified)
    3	-0.3	1	-7	-2	32	3	-5	13
O=C1CCC/C=C/C[C@H](CC(=O)N(CCO)Cc2ccccc2)C(=O)N[C@@H](Cc2ccccc2)CO1
    -3	0.3	21	14	11	30	-4	6	-14
COc1ccc(-n2nnnc2SCC(=O)Nc2nnc(C)s2)cc1
    0	2.2	1	1	12	-2	-2	-4	17
Nc1nonc1OCCc1ccccc1
    1	1.2	2	-4	4	3	0	7	3
C=CCn1c(SCc2nc3cc(C(=O)OC)ccc3c(=O)[nH]2)nc2sc(CC)cc2c1=O
    1	0.0	-6	-3	-8	8	4	6	19
CCOC(=O)c1sc(NC(=O)CSc2n[nH]c(CC)n2)nc1C
    0	-1.9	-2	-1	2	-1	-2	12	28
COc1ccc(-c2[nH]ncc2CN2CCN(C(=O)c3ccco3)CC2)cc1F
    -2	-0.1	-3	9	7	7	-1	2	11
CC(=O)c1cc(-c2ccccc2)n(CC(=O)NC2CCCCC2)c1C
    -4	-0.7	-2	22	10	-13	0	-29	16
COc1ccc(CCNC(=O)c2cc(=O)c3cc(C)ccc3o2)cc1OC
    -4	-0.6	-12	5	-2	12	-1	2	-4
CN(C)S(=O)(=O)c1cccc(NC(=O)CCCC2CCCCC2)c1
    -1	0.0	-3	3	5	27	-1	-9	-14
CC(C)c1ccc(N(CC(=O)NC2CCCC2)C(=O)CCC(=O)Nc2nccs2)cc1
    0	-1.4	-2	-5	-13	0	-2	8	0
COc1ccc(NC(=S)NCCCN2CCCC2)cc1
    -2	-1.0	-2	-2	3	19	0	3	-17
COc1cc(NC(=S)N2CCN(S(C)(=O)=O)CC2)cc(OC)c1
    -5	-0.3	0	6	-4	-2	0	-11	24
COc1ccccc1CC(=O)Nc1ccc([N+](=O)[O-])cc1O
    -6	-2.7	7	40	1	11	-1	4	7
O=C(Nc1cccc(F)c1)c1cccnc1N1CCOCC1
    -5	7.3	2	-2	8	1	3	-4	-8
Fc1ccc(N2CCN(C3CCC(c4ccccc4)CC3)CC2)cc1 (stereo unspecified)
    2	2.0	0	17	19	-46	-5	-6	0
COc1cccc(CNC(=O)C2CCC(=O)N(CC3CCCCC3)C2)c1OC (stereo unspecified)
    -1	-1.1	-4	8	6	4	-4	-18	0
Cc1cc(CNC(=O)Cc2c(F)cccc2Cl)nn1C
    -6	0.1	-2	6	-2	-5	2	-5	17
Cc1nc2nc(SCC(=O)NCCCN3CCOCC3)nn2c(C)c1Cc1ccccc1
    -1	-1.4	3	3	-3	4	-3	-7	-5
COc1cc2c(cc1OC)[C@@H]1Cc3cc4c(cc3[C@H](C2)N1C)OCO4
    5	0.6	3	11	7	5	-1	-17	-3
CS(=O)c1nc(-c2ccc(Br)cc2)cc(-c2ccccc2)c1C#N (stereo unspecified)
    36*	162*	-16	10	-6	68*	1	64*	100*
CC(=O)c1cnc(SCCN2C(=O)c3ccccc3C2=O)nc1C
    -3	0.7	-2	13	17	13	2	-4	9
Cc1noc(C(=O)Nc2ccc(F)cc2F)c1Cl
    -2	1.4	7	10	5	10	-2	-7	-39
O=C(COc1ccc2c3c(c(=O)oc2c1)CCCC3)NCC(O)c1ccccc1 (stereo unspecified)
    -4	-0.7	0	21	6	1	-4	1	5
Cc1cccc(NC(=S)N2CCCCCC2)c1C
    -1	2.5	13	-6	8	9	0	-4	15

# Following part.
# Order of values: APJ agonist	UPR CHOP act	CXCR6 inh	CCR6 antag	APJ antagonist	tim23-1 inh	XBP1 UPR activ	EBI2 antag	Mdm2 MdmX PPI
CC(C)(C)OC(=O)C[C@@H]1C/C=C\C[C@@H](CC(=O)N(CCO)Cc2ccccc2)C(=O)N[C@H](Cc2ccccc2)COC1=O
    -4	2.9	20	19	12	10	0	7	23
CC(=O)N(OCc1ccc(OC(C)C)c(Cl)c1)C(C)=O
    -2	0.8	-3	11	3	26	-1	-8	11
CC(=O)c1ccc(OCc2ccccc2)c(C)c1O
    -2	4.2	-7	4	3	-14	1	3	-7
COc1ccc(CCC(=O)N2CCN(c3ccc(OC)cc3)CC2)cc1
    3	0.7	-6	9	2	23	-8	28	33
CC(C)(CC(=O)O)CC(=O)N1CCCN(c2nc3ccc(Cl)cc3s2)CC1
    0	1.8	6	13	6	10	1	-6	1
CSC(=NS(=O)(=O)c1ccc(C)cc1)SC
    -3	-3.2	-3	-1	-10	-18	7	-7	-46
CCOC(=O)c1sc2nc[nH]c(=O)c2c1C
    -1	-0.9	-4	-10	8	-3	-4	-7	10
Cn1c(=O)c(Sc2ccc(Cl)cc2)c(O)c2ccccc21
    -3	-0.5	-7	-9	9	36	-3	-4	-10
c1ccc(-c2nc(N3CCCCCC3)c3ccccc3n2)nc1
    -8	82*	13	40	49*	-22	0	-4	84*
COc1ccc(OCC(=O)Nc2cc(-c3nn4c(C)nnc4s3)ccc2C)cc1
    0	-1.3	-4	-14	10	-1	3	-4	13

# A portion of the library; the hit share may differ from the screen's.
